Screening results from PubChem BioAssay.
LMPTP block: blocks human LMPTP phosphatase. recombinant LMPTP-A, OMFP fluorogenic substrate, fluorescence intensity. inhibition, % at 20 µM. P24666. AID 651560. actives 0.22% (n = 360,000);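 active means compounds that cut the enzyme signal by at least half of the control window in the single-dose screen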;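 further: plate controls were DMSO wells with enzyme plus substrate for no effect and substrate without enzyme for full effect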
Target sequence (P24666 whole entry, looked up): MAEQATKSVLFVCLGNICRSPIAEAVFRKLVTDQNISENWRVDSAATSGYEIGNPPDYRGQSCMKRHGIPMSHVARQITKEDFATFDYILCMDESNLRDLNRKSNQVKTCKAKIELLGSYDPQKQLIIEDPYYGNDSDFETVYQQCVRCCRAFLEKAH
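material = LMPTP-A | quantity = 0.625 nM enzyme | reagent = OMFP substrate, 400 µM final | buffer or medium = Bis-Tris pH 6.0, DTT, detergent | detection = endpoint fluorescence intensity from OMFP dephosphorylation | dosing = single 20 µM dose | read-out basis = % inhibition relative to no-enzyme and uninhibited control wells | control set = no-enzyme and uninhibited controls | timing = 50 min at room temperature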
STEP block: inhibitors of human striatal-enriched phosphatase STEP | P54829 | recombinant STEP, OMFP fluorogenic substrate, fluorescence | inhibition, % at 20 µM | actives 0.25% (n = 360,000) | AID 588621;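 active means inhibition at 20 µM, scaled per plate between control wells, above about 37%, limit read from the data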;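 further: 0% = DMSO with enzyme and substrate and 100% = substrate only without enzyme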
Target sequence (P54829 whole entry, looked up): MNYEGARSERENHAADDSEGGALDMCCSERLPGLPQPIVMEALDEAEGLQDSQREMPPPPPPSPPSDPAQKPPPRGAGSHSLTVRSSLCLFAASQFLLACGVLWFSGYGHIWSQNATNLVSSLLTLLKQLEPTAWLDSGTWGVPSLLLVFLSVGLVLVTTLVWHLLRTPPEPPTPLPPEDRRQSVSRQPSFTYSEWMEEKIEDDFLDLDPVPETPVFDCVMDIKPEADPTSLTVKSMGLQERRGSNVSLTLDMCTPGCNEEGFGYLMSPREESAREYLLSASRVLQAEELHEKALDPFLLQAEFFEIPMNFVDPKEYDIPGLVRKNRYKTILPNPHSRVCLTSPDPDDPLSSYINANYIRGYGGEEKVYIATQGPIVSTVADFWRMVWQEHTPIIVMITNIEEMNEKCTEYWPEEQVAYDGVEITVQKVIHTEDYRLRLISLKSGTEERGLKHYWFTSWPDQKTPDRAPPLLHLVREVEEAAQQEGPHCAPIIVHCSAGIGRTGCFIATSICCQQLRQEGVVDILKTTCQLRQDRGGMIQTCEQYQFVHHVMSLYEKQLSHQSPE
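Material: STEP (striatal-enriched tyrosine phosphatase) enzyme, cell-free | Medium: 50 mM Bis-Tris pH 6.0 with 2.5 mM DTT and 0.005% Tween 20 | Read-out: Percent inhibition scaled to no-enzyme and uninhibited-enzyme controls, plate-pattern corrected | Signal: Fluorescence read at 480 nm ex / 540 nm em | Times: 20 min reaction, room temperature, in the dark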
SUMO1-SIM PPI: modulators of human SUMO1-mediated protein-protein interactions. P63165. SUMO1 binding to a labelled peptide, TR-FRET, 1 h. inhibition, % at 20 µM. actives 0.33% (n = 360,000). AID 602429; in the data active means inhibition above about 37%
Rpn11 inh: Rpn11 (human) deubiquitinase inhibition | human 26S proteasome, Ub4-pepOG fluorescence polarization; 20S core pre-blocked with epoxomicin | calls only at 20 µM | actives 0.59% (n = 360,000) | AID 588493;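 active means inhibition at 20 µM, scaled to each plate's controls, above about 33%, limit read from the data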
Target sequence (O00487 whole entry, looked up): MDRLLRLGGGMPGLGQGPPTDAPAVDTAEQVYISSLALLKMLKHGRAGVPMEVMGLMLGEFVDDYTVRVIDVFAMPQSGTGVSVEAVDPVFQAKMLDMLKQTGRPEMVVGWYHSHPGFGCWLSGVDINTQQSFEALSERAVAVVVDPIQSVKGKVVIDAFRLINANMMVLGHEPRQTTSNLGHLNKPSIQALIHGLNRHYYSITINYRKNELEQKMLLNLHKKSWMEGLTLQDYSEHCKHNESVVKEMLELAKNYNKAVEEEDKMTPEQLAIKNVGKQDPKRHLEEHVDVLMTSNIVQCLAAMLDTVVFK
DNMT1 inh: inhibitors of human DNMT1; P26358; DNMT1 molecular beacon, Hinp1I cleavage, fluorescence; AID 588458; actives 0.83% (n = 360,000); inhibition (reported as % activation of signal), % at 10 µM; in the data active means inhibition above about 50%
CSN inh: inhibitors of human CSN-mediated cullin deneddylation | Q92905 | Purified CSN, SCF-Nedd8-OG deneddylation, fluorescence polarization | inhibition, % at 12.5 µM | actives 0.38% (n = 360,000) | AID 651999;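 active means pattern-corrected inhibition above about 35%, with an unprinted fluorescence ratio check between 0.5 and 1.5, limit read from the data, passing the limit was not always enough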;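 further: 0% = enzyme with substrate and 100% = substrate without enzyme; some results filed as inactive read as strong as hits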
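Assay system: purified human Csn5 enzyme expressed in HEK293T cells; measure: % inhibition; also added: SCFSkp2-Nedd8OG substrate at 10 nM final; technique: fluorescence polarization; times: reaction 90 min, room temperature; medium: Tris buffer pH 7.5, NaCl, DTT, Tween-20, trehalose, ovalbumin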
Scp1 inh: inhibitors of human Scp-1 phosphatase; inhibition, % at 20 µM; actives 0.88% (n = 340,000); Recombinant Scp1, phosphopeptide, malachite green phosphate absorbance;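 active means inhibition above about 50% at 20 µM, limit read from the data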;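 further: plate controls were DMSO wells with enzyme for no effect and wells lacking enzyme for full effect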
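Times: enzyme reaction 45 min at room temperature, colour 5 min, stabilisation 30 min. Material: SCP-1 catalytic fragment, aa 76-261. Medium: Acidic Tris acetate buffer with magnesium and detergent. Signal: colorimetric free-phosphate detection, absorbance 630 nm. Read-out basis: % inhibition of SCP-1 phosphate liberation. Reagent: Phosphorylated 17-residue peptide substrate.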
NadD inh: blocks S. aureus nicotinate mononucleotide adenylyltransferase | inhibition, % at 20 µM | actives 0.78% (n = 360,000) | purified NadD enzyme, colorimetric absorbance read-out; in the data active means inhibition above about 26%; further: some compounds past the cut are filed as inactive
Tb MetRS inh: Trypanosoma brucei MetRS inhibition | purified T. brucei MetRS, ATP depletion, Kinase-Glo luminescence | inhibition, % at 11.9 µM | actives 0.4% (n = 360,000) | AID 624268;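 active means inhibition above a per-plate cutoff of the control wells' mean inhibition plus 3 SD, cut at about 5.5% in these data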;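 further: 0% = DMSO wells median and 100% = median of wells with control inhibitor compound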
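technique = Kinase-Glo luminescence, ATP depletion format | system = purified MetRS (methionyl-tRNA synthetase) enzyme from Trypanosoma brucei | timing = 15 min preincubation, 2 h reaction, all 25 °C | evaluation = percent inhibition versus plate control medians | dosing = single dose, 11.9 µM final nominal, 0.9% final DMSO | also added = substrates ATP, L-methionine and bulk Escherichia coli tRNA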
MsrA inh: inhibitors of bovine MsrA. purified bovine MsrA, absorbance read-out. inhibition, % at 15.5 µM. actives 0.75% (n = 360,000). AID 651718; in the data active means inhibition above about 4.5%;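 further: 0% = vehicle wells with enzyme and 100% = reference inhibitor wells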
* = called active by the depositor; i = inactive; . = no result given. An unsorted share of the library; 3.9% or so of the library scored in one or more.

SMILES | LMPTP block | STEP block | SUMO1-SIM PPI | Rpn11 inh | DNMT1 inh | CSN inh | Scp1 inh | NadD inh | Tb MetRS inh | MsrA inh
CC1(C)C2CCC1(CS(=O)(=O)Nc1ccc(S(=O)(=O)N3CCCC3)cc1)C(=O)C2 (centres undefined) | -2.5 | 3 | -2 | i | -2 | -12 | -2 | -3 | -0.7 | -0.6
Cc1ccc2c(c1)CCCN2C(=O)c1ccoc1C | -1.8 | 2 | -4 | i | 3 | 1 | 9 | -3 | -0.3 | -0.4
O=C(Nc1ccc(Cl)cc1)c1ccc(S(=O)(=O)N2CCOCC2)cc1 | 0.1 | -1 | 3 | i | -1 | 0 | -8 | -2 | 0.7 | -0.5
COc1ccccc1CNC(=O)CCS(=O)(=O)Cc1ccc(C)cc1 | -1.4 | 1 | 0 | i | -2 | 1 | -6 | 2 | -0.1 | -0.2
Cc1ccc(CNC(=O)C2CCC(CNc3c(N4CCOCC4)c(=O)c3=O)CC2)cc1 (centres undefined) | -0.6 | -2 | 0 | i | 1 | 4 | -7 | 0 | 0.1 | 0.3
CCOc1ccc(CCNC(=O)Cn2cccc2C(=O)c2ccccc2C)cc1OCC | 0.2 | -1 | 0 | i | -1 | 3 | -10 | -4 | 0.1 | 0.8
O=C(NCCSCc1ccccc1)c1ccc(F)cc1 | -1.5 | -2 | 1 | i | 4 | -6 | -5 | -5 | 0.7 | 0.7
Cn1c(O)c(N=NC(=O)CNC(=O)c2ccco2)c2ccccc21 | -1.3 | 1 | -19 | i | 0 | -3 | -1 | 0 | -0.9 | 1.4
COc1ccc(CN(C(=O)c2oc3cc(C)ccc3c2C)C2CCS(=O)(=O)C2)cc1OC (centres undefined) | -0.7 | -2 | 6 | i | -4 | -4 | -9 | -5 | -0.5 | -0.6
CCN(c1ccccc1)S(=O)(=O)c1cc(C(=O)NCc2ccco2)ccc1C | 1.8 | 4 | 6 | i | 22 | 9 | 13 | 26 | -0.1 | 0.3
Brc1cccc(C2CC(c3ccccc3)n3nnnc3N2)c1 (centres undefined) | -1.5 | -4 | 5 | i | 0 | 4 | 0 | -1 | 0.4 | 0.4
Cc1ccccc1NC(=O)CSc1ccc(-c2ccccn2)nn1 | 0.7 | 1 | 0 | i | 2 | 1 | -8 | 1 | -0.3 | 0.7
CCOC(=O)C1CCCN(C(=O)c2cc(C)n(C(C)(C)C)n2)CC1 (centres undefined) | -0.9 | 1 | -3 | i | 6 | 5 | . | -7 | -0.2 | 1.4
Cc1cc(OCCCC(=O)NNC(=O)c2ccncc2)ccc1Cl | -0.7 | -1 | 0 | i | -1 | 0 | -2 | -8 | -0.3 | 0.8
Nc1nc(Nc2ccccc2F)nc(NCc2ccccc2)c1[N+](=O)[O-] | 2.4 | -2 | -8 | i | 1 | 1 | -1 | 0 | -0.6 | 0.5
CC(CNS(=O)(=O)c1ccccc1)Sc1nncn1C (centres undefined) | 2.2 | 1 | 3 | i | -8 | -2 | -11 | 0 | -0.5 | -0.6
CCOc1ccccc1NC(=O)c1ccc2c(c1)C(=O)N(CC(C)C)C2=O | 1.1 | -2 | -5 | i | 1 | -4 | -3 | 5 | -0.5 | 0.9
CCOC(=O)N1CCN(C2=C(NS(=O)(=O)c3ccc(C)cc3)C(=O)c3ccccc3C2=O)CC1 | 5.9 | 3 | -39 | i | -10 | 4 | 5 | 0 | 0.5 | -0.4
O=C(NCc1ccccc1)C1C(=O)Nc2ccccc2C(=O)N1c1ccc2c(c1)OCCO2 (centres undefined) | -1.8 | . | -3 | . | . | 3 | . | . | -1.0 | 2.5
O=C(CSCc1ccc(Cl)cc1)Nc1ccc(Br)cc1C(=O)O | -1.3 | 0 | 8 | i | 4 | 0 | -9 | -6 | -0.3 | 1.3
COC(=O)C1(C)NC(c2cccc(C)c2)C2C(=O)N(c3ccccc3)C(=O)C21 (centres undefined) | -1.6 | 1 | 5 | i | 8 | 2 | . | -4 | 0.0 | 0.2
COc1ccc(C(=O)/C=C/c2ccccc2OC)c(OC(=O)c2ccc([N+](=O)[O-])cc2)c1 | 1.7 | 4 | -28 | i | 0 | 5 | -17 | -3 | -0.1 | -0.7
Cc1oc(-c2ccc(Cl)cc2)nc1CN1CCCC(C(=O)N2CCOCC2)C1 (centres undefined) | -0.3 | 0 | 0 | i | -5 | 4 | -1 | -2 | 0.1 | -0.8
O=C(CN1C(=O)C(c2ccc(F)cc2)=NC12CCCC2)Nc1ccc(F)cc1 | -0.8 | -3 | 5 | i | 2 | -4 | -1 | 1 | -0.8 | -0.5
COc1ccc(C(=O)NCC(=O)OCC(=O)NC2CCCCCC2)cc1OC | -0.8 | -1 | 4 | i | 0 | -1 | -5 | 1 | 0.0 | -0.1

The results go on:
SMILES | LMPTP block | STEP block | SUMO1-SIM PPI | Rpn11 inh | DNMT1 inh | CSN inh | Scp1 inh | NadD inh | Tb MetRS inh | MsrA inh
S=c1[nH]nc(Cc2ccccc2)n1-c1cccc2ccccc12 | 0.2 | 3 | 3 | i | -4 | 1 | -1 | 3 | -0.1 | -0.6
O=Cc1ccc(C(=O)OCC(=O)Nc2ccc(F)cc2F)cc1 | 0.0 | 1 | -3 | i | 0 | 5 | -7 | 3 | 0.2 | -2.6
C=CCn1c(COc2cccc3cccnc23)nnc1SCC(=O)O | -3.1 | 1 | -2 | i | 5 | -3 | -1 | 2 | -0.4 | 0.1
Cc1cc(C)nc(Nc2nc3ccccc3[nH]2)n1 | -0.1 | 11 | 3 | i | -11 | 3 | -1 | -1 | 0.1 | 0.9
CCOC(=O)C1=C(C)NC(=O)NC1c1ccc(Br)s1 (centres undefined) | -0.4 | -2 | 0 | i | 1 | 0 | -5 | -1 | -0.4 | -1.3
CS/C(=C\[N+](=O)[O-])Nc1ccc(C)cc1 | -0.5 | 2 | -5 | i | 2 | -5 | -1 | -4 | -0.5 | 3.1
Cc1c(NC(=O)C(C)OC(=O)CCOc2ccccc2)c(=O)n(-c2ccccc2)n1C (centres undefined) | -1.1 | 1 | -2 | i | 0 | 3 | -4 | -6 | -0.3 | 1.0
O=C(Nc1ccc(Cl)cc1)c1cccc(NC2=NC3CS(=O)(=O)CC3S2)c1 (centres undefined) | -0.6 | 1 | 0 | i | -1 | 3 | -1 | -2 | -0.6 | 0.3
CN(C)C(CNS(=O)(=O)c1ccc2ccccc2c1)c1ccccc1 (centres undefined) | -2.4 | -1 | -3 | i | 0 | 0 | -4 | -7 | -0.4 | -1.3
CCOC(=O)c1ccc(NS(=O)(=O)c2cc(-c3nnnn3C(C)C)ccc2OC)cc1 | -0.2 | -2 | -1 | i | -3 | 1 | -5 | -3 | -1.8 | -0.9
O=C(Nc1nc(N2C(=O)c3ccccc3C2=O)n(-c2ccccc2)n1)c1ccccc1 | -2.1 | -1 | 2 | i | 9 | 3 | -5 | -1 | -0.1 | -1.4
CCC(=O)N1C(C(=O)NCc2ccc(OC)cc2)CSC1c1ccc(OC)cc1 (centres undefined) | -0.5 | 1 | 2 | i | 1 | -6 | -6 | -1 | 0.5 | -0.3
CCOc1ccc(-c2nnn(CC(=O)N3CCN(c4ccc(OC)cc4)CC3)n2)cc1OCC | -0.9 | 4 | -2 | i | -6 | 1 | -1 | -4 | -0.3 | -0.5
O=C(CCc1nnc(-c2ccc(-c3ccccc3)cc2)o1)N1CCCCC1 | 1.0 | 2 | 1 | i | 0 | 5 | -6 | -6 | -0.3 | 0.7
OCC[C@@H]1C[C@H](O)[C@@H](O)[C@@]2(Cc3ccccc3CO2)O1 | -1.6 | -3 | 0 | i | 2 | 1 | -6 | -1 | -0.5 | -0.9
S=c1[nH]nc2sc3ccccc3n12 | -25 | -1 | 7 | i | 7 | 1 | 21 | 11 | -0.3 | -0.6
O=[N+]([O-])c1ccccc1S(=O)(=O)Nc1ccc(-c2ccc3nncn3n2)cc1 | 1.1 | -2 | -12 | i | 3 | -2 | 3 | 3 | -0.3 | 3.0
COc1ccc(NC(=O)CCCOc2ccc(Cl)c(C)c2)cc1S(=O)(=O)N1CCOCC1 | 1.4 | -1 | 5 | i | -6 | 5 | -10 | -3 | -0.5 | -0.1
O=C1NCCCN1C1OC(CO)C(O)C1O (centres undefined) | -0.9 | -2 | 1 | i | 1 | -1 | . | 3 | -0.2 | -1.2
COc1ccc(Cc2nnc(NC(=O)c3ccc(OC)cc3OC)s2)cc1 | 0.5 | -2 | -14 | i | -4 | -8 | -11 | 6 | -0.9 | -1.1
CN(C)CCNC(=O)c1cc2cc(Br)ccc2oc1=O | -3.4 | -3 | -17 | i | 1 | 3 | 1 | -1 | -0.2 | 0.8
CCCn1c(=O)c2ccccc2n2c(SCCOc3ccccc3F)nnc12 | 0.1 | 1 | 6 | i | -1 | 2 | -10 | -1 | -0.3 | 1.9
CC(C)c1cccc(C(C)C)c1NC(=O)COC(=O)C1=COCCO1 | 0.3 | -2 | -5 | i | 0 | -9 | -3 | -6 | -0.8 | -1.0
O=C(Cc1cccs1)N1CCN(c2nc(-c3ccc(Cl)cc3)cs2)CC1 | 4.4 | -1 | 3 | i | -3 | -6 | -4 | -4 | 0.2 | .
COc1ccc(-c2nnc(-c3ccc(OCC(C)C)cc3)o2)cc1 | 0.9 | 3 | 0 | i | 0 | 0 | -2 | -4 | -0.4 | 0.2
Cc1ccc(CNC(=O)CN(c2cccc([N+](=O)[O-])c2)S(C)(=O)=O)cc1 | -1.3 | -1 | -13 | i | -2 | -3 | -6 | -3 | -0.2 | 1.2

Copied from the listing for reference:
SMILES | LMPTP block | STEP block | SUMO1-SIM PPI | Rpn11 inh | DNMT1 inh | CSN inh | Scp1 inh | NadD inh | Tb MetRS inh | MsrA inh
S=c1[nH]nc(Cc2ccccc2)n1-c1cccc2ccccc12 | 0.2 | 3 | 3 | i | -4 | 1 | -1 | 3 | -0.1 | -0.6
O=Cc1ccc(C(=O)OCC(=O)Nc2ccc(F)cc2F)cc1 | 0.0 | 1 | -3 | i | 0 | 5 | -7 | 3 | 0.2 | -2.6
C=CCn1c(COc2cccc3cccnc23)nnc1SCC(=O)O | -3.1 | 1 | -2 | i | 5 | -3 | -1 | 2 | -0.4 | 0.1
Cc1cc(C)nc(Nc2nc3ccccc3[nH]2)n1 | -0.1 | 11 | 3 | i | -11 | 3 | -1 | -1 | 0.1 | 0.9
